FAS-TE inh = inhibitors of human fatty acid synthase thioesterase domain; P49327; inhibition, % at 15 µM; 360,000 compounds, 0.67% hits; AID 602261; recombinant FAS-TE, OMFH fluorogenic substrate, fluorescence endpoint;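 active = compounds whose normalised, plate-corrected inhibition of enzyme fluorescence in the single-dose primary screen is 50% or more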;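 note: 0% = DMSO with enzyme and 100% = substrate without enzyme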
MsrA inh = inhibitors of bovine MsrA | 360,000 compounds, 0.75% hits | purified bovine MsrA, absorbance read-out | inhibition, % at 15.5 µM; in the data active = inhibition above about 4.5%;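 note: 0% = vehicle wells with enzyme and 100% = reference inhibitor wells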
Rin1 Abl inh = blocks binding of human Rin1 to Abl; TR-FRET Rin1/Abl binding, biochemical; P00519+Q13671; 360,000 compounds, 0.4% hits; inhibition, % at 7.35 µM; in the data active = inhibition above about 5%, passing the limit was not always enough
CSN inh = inhibitors of human CSN-mediated cullin deneddylation. Q92905. Purified CSN, SCF-Nedd8-OG deneddylation, fluorescence polarization. inhibition, % at 12.5 µM. 360,000 compounds, 0.38% hits;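 active = pattern-corrected inhibition above about 35%, with an unprinted fluorescence ratio check between 0.5 and 1.5, limit read from the data, passing the limit was not always enough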;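 note: 0% = enzyme with substrate and 100% = substrate without enzyme; some results filed as inactive read as strong as hits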
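Assay system: HEK293T-derived human Csn5 enzyme; quantity: 0.24 nM enzyme; medium: Tris/NaCl/DTT buffer, pH 7.5; also added: substrate SCFSkp2-Nedd8OG, 10 nM; doses: 12.5 µM compound; schedule: 90 min reaction at room temperature; signal: FP; read-out: % inhibition of substrate cleavage by Csn5; benchmarks: substrate-only high control, full reaction low control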
MT1-MMP act inh = blocks activation of human MT1-MMP. P50281. HT1080 RFP-PRO-GFP cells, GFP/RFP ratio fluorescence, overnight; percent of plate control window, DMSO zero. GFP/RFP ratio change, % at 20 µM. 360,000 compounds, 0.061% hits;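 active = GFP/RFP ratio change of at least 30% with cell ATP level not reduced by more than half and red fluorescence within 50% of control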; note: strong numbers were not always called active
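Assay system: HT1080 cells carrying an RFP-PRO-GFP reporter | Dosing: Single dose of 20 µM compound, 1% DMSO final | Incubation: Cells overnight before dosing, compound overnight, 37 °C, 5% CO2 | Evaluation: GFP/RFP fluorescence ratio | Control set: DMSO and RFP-L50D-GFP cell wells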
E coli Lon inh = inhibits E. coli Lon protease | P0A9M0 | purified E. coli Lon protease, fluorescence polarization | inhibition, % at 7.94 µM | 360,000 compounds, 0.42% hits; in the data active = inhibition above about 13%, passing the limit was not always enough;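 note: 0% = enzyme with probe and DMSO and 100% = no enzyme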
Rpn11 block = blocks the human proteasome subunit Rpn11; O00487; human 26S proteasome, Ub4-pepOG fluorescence polarization; 20S core pre-blocked with epoxomicin; calls only at 20 µM; 360,000 compounds, 0.59% hits;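 active = inhibition at 20 µM, scaled to each plate's controls, above about 33%, limit read from the data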
Target sequence (O00487 whole entry, looked up): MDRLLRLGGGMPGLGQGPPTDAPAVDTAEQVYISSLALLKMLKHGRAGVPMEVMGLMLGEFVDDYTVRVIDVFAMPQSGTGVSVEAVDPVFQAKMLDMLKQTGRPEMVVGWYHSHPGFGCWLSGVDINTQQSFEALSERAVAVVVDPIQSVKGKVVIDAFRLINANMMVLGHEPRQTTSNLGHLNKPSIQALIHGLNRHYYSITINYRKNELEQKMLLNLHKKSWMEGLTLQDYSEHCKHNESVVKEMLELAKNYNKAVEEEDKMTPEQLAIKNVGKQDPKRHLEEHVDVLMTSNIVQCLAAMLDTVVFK
MsrA act = bovine methionine sulfoxide reductase A activation; AID 602163; activation, % at 10.6 µM; 360,000 compounds, 0.3% hits; purified bovine MsrA, absorbance read-out; in the data active = activation above about 7.5%;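 note: 0% = vehicle and 100% = reference activator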
PABP1 MLLE inh = inhibitors of microRNA-mediated deadenylation, human PABP1 MLLE binding | GST-MLLE / FITC-PAM2 fluorescence polarization | P11940 | 360,000 compounds, 0.36% hits | inhibition, % at 20 µM; in the data active = inhibition above about 35%, passing the limit was not always enough;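 note: plate controls were DMSO wells with GST-MLLE for no effect and wells lacking GST-MLLE protein for full effect; some results filed as inactive read as strong as hits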
Target sequence (P11940 whole entry, looked up): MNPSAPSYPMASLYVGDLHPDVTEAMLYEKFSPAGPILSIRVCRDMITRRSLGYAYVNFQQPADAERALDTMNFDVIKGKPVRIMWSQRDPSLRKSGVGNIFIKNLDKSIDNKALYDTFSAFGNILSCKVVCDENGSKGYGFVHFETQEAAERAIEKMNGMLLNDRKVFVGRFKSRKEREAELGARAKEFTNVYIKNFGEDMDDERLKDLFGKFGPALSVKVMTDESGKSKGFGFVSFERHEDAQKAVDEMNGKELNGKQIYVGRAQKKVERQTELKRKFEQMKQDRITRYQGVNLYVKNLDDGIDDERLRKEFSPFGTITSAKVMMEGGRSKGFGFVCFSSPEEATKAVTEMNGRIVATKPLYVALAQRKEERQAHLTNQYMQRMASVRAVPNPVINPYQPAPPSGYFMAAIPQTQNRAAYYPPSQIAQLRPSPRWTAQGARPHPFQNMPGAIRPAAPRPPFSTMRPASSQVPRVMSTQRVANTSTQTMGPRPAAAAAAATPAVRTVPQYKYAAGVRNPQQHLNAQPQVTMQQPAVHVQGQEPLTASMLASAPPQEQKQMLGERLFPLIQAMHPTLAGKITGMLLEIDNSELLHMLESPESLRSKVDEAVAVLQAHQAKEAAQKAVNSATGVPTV
The depositor's hits bear a star; i = inactive; . = not tested or not shown; + = active, no number.

SMILES	FAS-TE inh	MsrA inh	Rin1 Abl inh	CSN inh	MT1-MMP act inh	E coli Lon inh	Rpn11 block	MsrA act	PABP1 MLLE inh
CC(C)Nc1oc(Cc2cccc3ccccc23)nc1C#N	11	-1.2	-1	5	-5	-9	i	-3	-24
O=C(Oc1cc2oc(=O)cc(-c3ccccc3)c2cc1Cl)C1CCCCC1	24	18*	1	0	-13	-10	i	-2	6
CCc1ccc(N(CC(=O)NC2CCCC2)C(=O)CCC(=O)Nc2cc(C)on2)cc1	2	0.0	-2	5	2	0	i	1	-15
Cc1ccc(CNC(=O)CSc2nc3ccccc3[nH]2)cc1	-1	0.7	1	2	2	7	i	-1	-57
COc1cc(NC(=O)Cc2ccc(F)cc2)cc(OC)c1OC	-11	0.6	1	2	3	-2	i	-1	9
CC(C)CNS(=O)(=O)c1ccc(CCC(=O)NCCC2=CCCCC2)cc1	6	-1.2	4	3	4	-8	i	-4	15
O=C(Cc1cccc2ccccc12)Nc1cc(Cl)ccc1C(=O)O	6	0.1	-2	0	2	1	i	-7	6
O=C1NC(=S)NC(=O)C1=Cc1ccccc1C(=O)O	-3	-0.2	1	3	1	-6	i	-1	11
Cc1c(C(=O)OCCOC(C)C)[nH]c2c1C(=O)CC(C)(C)C2	1	1.4	-2	-6	2	2	i	3	8
COCCNC(=O)C1CCCN(Cc2ccc(-c3ccccc3)cc2)CC1 (stereo not given)	-6	-0.5	0	-3	4	-8	i	-2	1
CC1(OC(=O)C2CCCC2)C(=O)C=C2C=C(c3ccsc3)N(Cc3ccc4c(c3)OCO4)C=C2C1=O (stereo not given)	4	0.2	0	3	-1	-5	i	-3	-12
Cc1cc(Nc2ccccc2)n(CCOC(=O)COc2ccccc2)n1	2	0.1	-2	3	4	-1	i	-2	-6
COc1cccc(C(=O)N2CCN(C(=O)c3ccc(-c4ccccc4)cc3)CC2)c1OC	1	0.1	1	0	0	4	i	-2	-8
CCCCn1c(N)c(N(CCOC)C(=O)c2cc(-c3ccccc3Cl)nc3ccccc23)c(=O)[nH]c1=O	-4	0.4	-2	-9	-2	9	i	-9	-14
COc1ccc(CCNCC(=O)Nc2ccc(OC(F)F)cc2)cc1	3	-0.5	-1	2	1	6	i	-1	0
CC(=O)CC(C)(C)S(=O)(=O)c1ccc(Oc2ccc(S(=O)(=O)C(C)(C)CC(C)=O)cc2)cc1	-2	1.0	3	-1	2	-5	i	0	-2
Cc1cccc(C)c1NC(=O)N1CCC(C(=O)c2ccc(F)cc2)CC1	-2	1.1	-2	2	1	-3	i	-6	5
CC(C)C(=O)Nc1ccc2c(c1)C(=O)N(CCC(=O)O)C2=O	-9	1.6	2	-4	0	2	i	-12	9
COc1cccc2c(=O)c(C/C=C(/C)Cl)c(C)[nH]c12	-1	1.7	2	5	-1	2	i	-3	-6
O=C(NNC(=O)c1ccc(Cl)c(Cl)c1)c1cccnc1	-2	0.3	1	5	1	-6	i	-4	1
O=C(NCc1ccco1)C(=O)NCC1OCCN1S(=O)(=O)c1cc(F)ccc1F (stereo not given)	-5	2.1	2	0	0	5	i	-1	-5
COCCN=C1OC(=O)N2C(=O)C3=C4[C@@H](C[C@H]5C(=O)N(c6ccccc6)C(=O)[C@H]5[C@H]4[C@@]12Cc1ccccc1)[C@H]1C(=O)N(c2ccccc2)C(=O)[C@H]1[C@H]3C	47	-1.5	6	5	-9	14	i	0	18
Cc1ccc(OCCOCCn2cnc3ccccc3c2=O)c([N+](=O)[O-])c1	-10	-0.7	-4	7	4	1	i	-5	-2
CC(C(=O)N1CCN(Cc2ccccc2)CC1)n1ncn2cccc2c1=O (stereo not given)	-7	0.1	2	-1	-2	0	i	-1	-9
CCOC(=O)C(C)Sc1nc(=O)n2ccccc2n1 (stereo not given)	-3	1.9	-2	-12	1	9	i	-2	5
CCCCc1nc(SCC(=O)N2CCCCC2)c2c(=O)n(C)c(=O)n(C)c2n1	5	-0.7	1	1	-1	-2	i	0	6
CCN(CC(=O)Nc1c(F)cccc1F)C(=O)c1cccc(-n2cnnn2)c1	1	-1.1	0	1	-1	-8	i	-1	7
CC(=O)c1ccc(S(=O)(=O)Nc2ccc(C(=O)NCC(c3cccs3)N3CCOCC3)cc2)cc1 (stereo not given)	-3	-1.7	2	4	.	-5	i	-1	9
CCOC(=O)c1sc(S(C)(=O)=O)c2c1CCc1conc1-2	3	0.9	4	2	-18	2	i	-2	-4
CCC1(C)Cc2ccccc2-c2nc(NCCCO)n(-c3ccccc3)c(=O)c21 (stereo not given)	-1	0.0	1	-1	-3	-6	i	-3	-8
COc1ccc(NC(=O)CCC(=O)N2CCOCC2)c([N+](=O)[O-])c1	-6	1.4	3	-1	4	-5	i	-4	-12
CCCC(c1nnnn1CCOC)N1CCN(c2nc3ccccc3s2)CC1 (stereo not given)	3	-0.9	-1	-8	-2	0	i	-1	10
Cc1c(N(C(=O)c2cc(=O)[nH]c3ccccc23)C(C)C)c(=O)n(-c2ccccc2)n1C	-10	0.8	1	-1	-2	-3	i	-10	0
COCCn1nnnc1C(c1cccc(OC)c1OC)N1CCN(C(=O)c2ccco2)CC1 (stereo not given)	-7	-0.6	-1	1	-5	8	i	0	5
CCN1C(=O)CC(n2c(C)nc3ccccc32)C1=O (stereo not given)	-7	0.9	7.9*	-5	1	-8	i	-9	-4
CCCCn1c(NC(=O)c2ccccc2)c(C#N)c2nc3ccccc3nc21	39	-0.5	12*	69*	-165	-13	.	0	-81
CCCN(CC(=O)Nc1ccccc1OC)C(=O)C1=COCCO1	-9	-0.3	-3	-4	-6	3	i	-2	11
Oc1ccccc1C1=NC(c2ccccc2)NC(c2ccccc2)C1 (stereo not given)	15	0.0	-3	3	0	6	i	-2	17
CC(C)(C)OC(=O)C[C@H]1C/C=C\C[C@@H](CC(=O)NCCO)C(=O)N2CCC[C@H]2COC1=O	-8	0.4	4	0	11	-6	i	-3	-9
CC(C)C[C@H]1CN=C(Nc2ccccc2)N1CCc1cccc(F)c1	-22	.	-1	3	-4	4	i	-2	1
COc1cccc(NC(=O)CN2CCN(c3ccc(F)cc3)CC2)c1	3	2.5	0	0	3	-7	i	-2	3
Cc1ccc(NC(=O)CN(Cc2ccco2)Cc2ccccc2O)cc1C	21	1.2	0	5	-10	5	i	-1	-5
CCn1c(-c2c(Cl)c(C)nn2C)n[nH]c1=S	-15	0.0	-1	1	1	-6	i	1	-33
O=c1[nH]c(CSc2cccc[n+]2[O-])nc2ccccc12	-5	-0.4	-2	-3	5	-9	i	-2	10
CCOc1cc(C(=O)Nc2ccccc2N2CCN(S(C)(=O)=O)CC2)cc(OCC)c1OCC	8	0.1	4	-5	-6	-10	i	-1	-1
COc1cccc(/C=C2\SC(=S)N(CCC(=O)NC3C=CS(=O)(=O)C3)C2=O)c1 (stereo not given)	0	0.1	0	3	-6	11	i	-8	16
Cn1nnnc1SCC(=O)c1ccco1	-6	1.2	0	4	1	-2	i	1	-94
CC(C)[C@H](NC(=O)c1c(F)cccc1F)C(=O)OCC(=O)NC(=O)NC1CCCC1	-3	-0.8	5	2	-3	-5	i	-2	6
CC(=O)c1ccc(S(=O)(=O)N2CCCC(N(C)CCc3ccccc3)C2)cc1 (stereo not given)	11	-0.5	-3	-3	9	-9	i	0	-9
CCOc1ccccc1C(=O)OCC(=O)Nc1ccc(N2CCCCC2)cc1	5	2.3	-3	0	-2	2	i	-11	1

Sorted by SMILES length (lowest first): some entries from above
SMILES	FAS-TE inh	MsrA inh	Rin1 Abl inh	CSN inh	MT1-MMP act inh	E coli Lon inh	Rpn11 block	MsrA act	PABP1 MLLE inh
Cn1nnnc1SCC(=O)c1ccco1	-6	1.2	0	4	1	-2	i	1	-94
COc1cccc(NC(=O)CN2CCN(c3ccc(F)cc3)CC2)c1	3	2.5	0	0	3	-7	i	-2	3
CCOc1ccccc1C(=O)OCC(=O)Nc1ccc(N2CCCCC2)cc1	5	2.3	-3	0	-2	2	i	-11	1
CC(C)[C@H](NC(=O)c1c(F)cccc1F)C(=O)OCC(=O)NC(=O)NC1CCCC1	-3	-0.8	5	2	-3	-5	i	-2	6

(more compounds)
SMILES	FAS-TE inh	MsrA inh	Rin1 Abl inh	CSN inh	MT1-MMP act inh	E coli Lon inh	Rpn11 block	MsrA act	PABP1 MLLE inh
Cc1cc(OCC(=O)NC2CCN(Cc3ccccc3)CC2)c2c(C)c(C)c(=O)oc2c1	5	.	1	1	4	2	i	-11	-3
CN(CCOc1ccccc1)C(=O)C1CCC(=O)N(CCc2ccc(Cl)cc2)C1 (stereo not given)	6	-0.2	-4	2	5	-2	i	-1	0
COc1ccc(NC(=O)C2CCCN2c2ccc(OC)c(OC)c2)cc1OC (stereo not given)	-5	0.1	1	-2	3	4	i	0	1
CCOc1ccc(-n2c(O)c(/C=N/Nc3nnc(C)c(=O)[nH]3)c3ccccc3c2=O)cc1	-5	0.4	1	8	4	-3	+	0	-54
O=C(NCN1C(=O)C2C3C=CC(C3)C2C1=O)OC1CCCCC1 (stereo not given)	-5	-0.6	4	-8	1	-5	i	-2	8
Cc1ccc(S(=O)(=O)N(CC(=O)N=Nc2c(O)[nH]c3ccccc23)c2cccc(C)c2)cc1	18	2.2	-3	-9	-15	3	i	0	-6
COc1ccccc1CNC(=O)CNC(=O)Cn1cnc2ccccc2c1=O	-9	1.1	2	-1	-3	-6	i	-1	13
OC(C#CCN1CCCCC1)c1ccccc1 (stereo not given)	-8	0.4	-3	1	2	-13	i	2	1
O=C(NNC(=S)NC(=O)c1ccccc1[N+](=O)[O-])c1ccc(Cl)cc1Cl	-2	1.8	0	-4	8	0	i	-3	10
Cc1ccc(CNc2ccc(N3C(=O)CCCC3=O)cc2[N+](=O)[O-])cc1	1	2.2	-4	1	8	-5	i	-3	-4

Some of the entries so far, with two lines to a compound.
Each structure is followed by: FAS-TE inh, MsrA inh, Rin1 Abl inh, CSN inh, MT1-MMP act inh, E coli Lon inh, Rpn11 block, MsrA act, PABP1 MLLE inh
O=C(NCN1C(=O)C2C3C=CC(C3)C2C1=O)OC1CCCCC1 (stereo not given)
 : -5, -0.6, 4, -8, 1, -5, i, -2, 8
Cc1ccc(S(=O)(=O)N(CC(=O)N=Nc2c(O)[nH]c3ccccc23)c2cccc(C)c2)cc1
 : 18, 2.2, -3, -9, -15, 3, i, 0, -6

Later entries:
SMILES	FAS-TE inh	MsrA inh	Rin1 Abl inh	CSN inh	MT1-MMP act inh	E coli Lon inh	Rpn11 block	MsrA act	PABP1 MLLE inh
Cc1cc(C(=O)N2CCOCC2)n(-c2ccccc2)n1	-11	-0.4	-1	-2	-2	-8	i	-8	2
Cc1ccsc1/C=N/NC(=O)C1CC(=O)N(c2ccc(F)cc2)C1 (stereo not given)	-1	3.0	-1	-5	1	16	i	-2	2
COc1cc(C2c3cc(O)c(OC)cc3CC(C(=O)O)C2CO)ccc1O (stereo not given)	-6	-0.1	-1	1	-1	-14	i	-2	-5
COc1cc(OC)cc(C(=O)N/N=C\c2ccoc2)c1	-2	0.6	3	-1	-1	-11	i	-13	-8
CC1(C(=O)NS(=O)(=O)c2ccc(F)cc2F)CCN1C(=O)c1cccc(F)c1 (stereo not given)	-6	1.3	3	4	-11	-5	i	0	-2
O=C(Cc1ccccc1)N/N=C/c1ccccc1Cl	0	-0.9	-3	-2	-4	-3	i	-6	-13
O=C(Nc1ccccc1)N1CCNCC1	-5	-0.3	-3	-1	4	-12	i	-7	6
COC(=O)C1=C(Nc2ccccc2NS(=O)(=O)c2ccc(C(F)(F)F)cc2Cl)CSC1	13	-1.6	2	5	-2	-16	i	-2	13
Nc1cccc(S(=O)(=O)NC2=NCCC2)c1	-4	-0.8	-6	3	3	0	i	-5	-1
